IDE inh: cellular human IDE inhibition. 320,000 tested, 0.41% active. HEK cells, FAbetaB cleavage, fluorescence polarization. inhibition, % at 5.59 µM;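 active = percent inhibition above the average of all tested compounds plus 3 SD, set per screening campaign, cut at about 16% in these data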;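 note: IDE supplied by intact live HEK cells; FP after avidin binding of uncleaved biotin substrate so inhibition keeps polarization high; 0% = DMSO wells and 100% = 60 µM reference IDE inhibitor Ii1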
Target sequence (P14735 whole entry, looked up): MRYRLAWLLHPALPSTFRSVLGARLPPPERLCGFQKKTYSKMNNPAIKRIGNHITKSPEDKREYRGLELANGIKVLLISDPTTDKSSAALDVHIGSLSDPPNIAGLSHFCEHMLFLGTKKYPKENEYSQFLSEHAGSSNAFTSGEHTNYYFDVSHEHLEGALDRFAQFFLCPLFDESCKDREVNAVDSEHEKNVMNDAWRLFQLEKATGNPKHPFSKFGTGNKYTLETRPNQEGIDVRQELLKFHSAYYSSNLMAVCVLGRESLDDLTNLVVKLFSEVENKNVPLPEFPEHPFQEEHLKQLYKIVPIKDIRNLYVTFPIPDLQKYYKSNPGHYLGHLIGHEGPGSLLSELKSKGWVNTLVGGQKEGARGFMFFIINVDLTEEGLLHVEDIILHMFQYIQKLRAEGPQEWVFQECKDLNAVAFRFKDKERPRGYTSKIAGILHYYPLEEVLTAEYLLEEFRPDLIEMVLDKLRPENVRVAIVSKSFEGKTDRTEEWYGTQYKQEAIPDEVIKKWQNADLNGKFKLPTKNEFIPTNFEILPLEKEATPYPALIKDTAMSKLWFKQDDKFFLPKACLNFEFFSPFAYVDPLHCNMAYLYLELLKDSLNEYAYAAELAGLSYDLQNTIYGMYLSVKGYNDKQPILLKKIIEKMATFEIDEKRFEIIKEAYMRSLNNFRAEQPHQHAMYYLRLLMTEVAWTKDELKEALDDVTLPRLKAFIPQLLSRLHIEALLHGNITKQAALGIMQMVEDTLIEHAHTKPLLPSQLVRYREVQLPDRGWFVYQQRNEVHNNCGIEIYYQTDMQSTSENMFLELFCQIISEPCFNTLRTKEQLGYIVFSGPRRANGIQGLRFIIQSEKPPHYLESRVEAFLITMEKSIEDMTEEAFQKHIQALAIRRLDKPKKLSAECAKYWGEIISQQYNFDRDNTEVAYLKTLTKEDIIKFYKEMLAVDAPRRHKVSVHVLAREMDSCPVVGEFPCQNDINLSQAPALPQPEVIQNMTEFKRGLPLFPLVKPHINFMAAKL
CHRM4 antagonist: blocks acetylcholine activation of human M4 receptor | inhibition, % at 3 µM | 360,000 tested, 0.73% active | CHO-hM4 cells, ACh EC80, Fluo-8 calcium fluorescence | P08173;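 active = inhibition above its plate's cutoff, the mean inhibition of sample wells plus 3 SD, cut at about 27% in these data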;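 note: 0% = acetylcholine EC80 with DMSO and 100% = DMSO without agonist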
CHRM4 agonist: CHRM4 agonism in calcium assay | 360,000 tested, 0.14% active | activation, % at 3 µM | AID 624127 | CHO-K1 hM4/Gqi5, Fluo-8 calcium fluorescence; vehicle 0%, full acetylcholine response 100% | P08173;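 active = activation above the run mean over all test wells plus 3 SD, cut at about 32% in these data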;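 note: peak over basal fluorescence ratio per well then scaled between controls; 0% = DMSO wells and 100% = acetylcholine at EC100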
CRFR2-BP ag: CRF-BP/CRF-R2 complex agonism. activation, % at 13.2 µM. HEK293 CRF-R2/CRF-BP, calcium dye fluorescence (FLIPR); percent of saturating CRF peptide response. 350,000 tested, 0.46% active. AID 588473;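 active = activation of at least 50%, plus an integration ratio under a set limit after plate pattern correction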;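 note: plate controls were neutral control wells without compound for no effect and CRF at EC100 for full effect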
CHRM5 PAM: CHRM5 positive allosteric modulation | CHO-K1 hM5, Fluo-8 calcium, ACh EC20 PAM; 0% = ACh EC20, 100% = ACh EC100 | activation, % at 3 µM | 360,000 tested, 0.3% active;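 active = activation above the run cutoff, the mean activation of all test compounds plus 3 SD, cut at about 18% in these data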
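system = human M5 receptor in CHO-K1 cells | reagent = EC20 acetylcholine as agonist stimulus | compound dosing = single-point, 3 µM nominal | incubation = Fluo-8 loading 80 min at 37 °C plus 30 min room temperature | detection = Fluo-8 calcium dye fluorescence, kinetic read | benchmarks = low control EC20 acetylcholine (0%), high control EC100 acetylcholine (100%)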
CHRM5 antagonist: blocks acetylcholine activation of human M5 receptor; CHO-hM5 cells, Fluo-8 calcium fluorescence, ACh EC80; inhibition, % at 3 µM; 360,000 tested, 0.59% active;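 active = inhibition above a per-plate cutoff, the mean of that plate's test compounds plus 3 SD, cut at about 27% in these data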;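 note: 0% = acetylcholine EC80 with DMSO and 100% = DMSO without agonist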
CHRM5 agonist: CHRM5 agonism in calcium assay. CHO-K1 hM5 cells, Fluo-8 calcium fluorescence; 0% DMSO wells, 100% maximal acetylcholine response. 360,000 tested, 0.19% active. activation, % at 3 µM. P08912;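 active = activation above the run's mean over test compounds plus 3 SD, cut at about 23% in these data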;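 note: signal is peak over basal fluorescence ratio across the kinetic read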
CRFBP-R2 block: antagonists of CRF-binding protein/CRF-R2 receptor complex. HEK293 CRF-R2/CRF-BP, CRF-induced calcium fluorescence. inhibition, % at 11.8 µM. 350,000 tested, 0.59% active. AID 588475;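 active = inhibition of the ligand-induced calcium signal above about 50% at the single tested concentration, limit read from the data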
M4 PAM: potentiates acetylcholine response at human M4 receptor. P08173. CHO-K1 hM4/Gqi5, Fluo-8 calcium fluorescence, ACh EC20; 0% = ACh EC20, 100% = maximal ACh. activation, % at 3 µM. 360,000 tested, 0.4% active;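 active = activation above its plate's cutoff, the mean activation of sample wells plus 3 SD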; note: some results filed as inactive read as strong as hits
Starred values were filed as active, the others as inactive; x = not tested or not shown.

SMILES	IDE inh	CHRM4 antagonist	CHRM4 agonist	CRFR2-BP ag	CHRM5 PAM	CHRM5 antagonist	CHRM5 agonist	CRFBP-R2 block	M4 PAM
COc1cccc(-n2cnnc2SCC(=O)NC2CC2)c1	-3	1	0	-0.6	0	-2	2	3	7
CN(Cc1ccc(F)cc1)C(=O)COc1ccc2ccccc2c1	-8	10	2	-0.7	-8	9	-6	14	-14
Cc1ccc(C)c(C(=O)CN2C(=O)NC3(CCCCCCC3)C2=O)c1	1	6	1	0.0	4	-3	-15	-35	1
COc1ccc(Cl)cc1NC(=O)NCCN1CCNC1=O	-1	-3	1	-0.8	1	6	4	-3	-6
O=C1C=C(O)C(n2cncn2)C(c2cc(F)ccc2F)C1 (stereo unspecified)	-2	0	1	-0.3	-1	6	-1	10	5
COc1ccc(Cc2nc3ccc(C(=O)N4CCCCC4CO)cc3o2)cc1OC (stereo unspecified)	x	-1	2	-1.8	-1	2	2	0	4
Cc1c(Br)c(C(F)(F)F)nn1CC(=O)NCc1ccccc1	-1	-19	3	-1.5	-7	4	-5	12	-3
CN1CCC(C2(O)c3ccccc3CCc3ccccc32)CC1	6	52*	1	-0.5	-18	37*	-6	2	-37
COc1ccc(-c2c(C)oc3c(CN4CCOCC4)c(O)ccc3c2=O)cc1	6	-8	1	1.0	3	2	-4	-1	-10
COc1ccc(NC(=O)COC(=O)c2ccc([N+](=O)[O-])o2)cc1Cl	2	5	2	0.1	-3	12	1	8	-4
O=C(CSC(=S)N1CCOCC1)c1cc(Br)cc(Br)c1O	1	3	2	0.2	0	14	0	0	1
CCn1cc(C(=O)O)c(=O)c2cc(OC)ccc21	3	12	0	-0.3	1	1	4	-18	15
Cc1cccc(N2CCN(C(=O)C3CCCCC3)CC2)c1C	0	-1	-1	-1.4	-10	8	1	-39	4
CSc1ccccc1NC(=O)C(C)N1C(=O)c2ccccc2S1(=O)=O (stereo unspecified)	2	-10	6	1.1	1	0	5	-3	-1
CCOc1ccccc1CN1CCC(n2nccc2NC(=O)CCCc2ccccc2)CC1	-2	9	5	-1.5	-3	14	-5	-4	-7
CCOc1ccc(OCC(=O)OCc2cc(=O)n3cc(Br)ccc3n2)cc1	-3	14	1	-0.5	5	-1	1	1	5
CCOc1ccc2[nH]c(C(=O)N/N=C/c3cc(OC)c(OC)c(OC)c3)cc2c1	7	3	13	-1.0	-6	17	3	7	-10
O=C(CCS(=O)(=O)c1ccccc1)N(CCCN1CCOCC1)c1nc2ccccc2s1	6	0	7	0.7	-2	6	-3	-9	-4
O=S(=O)(c1cccs1)N1CCN(CC(O)COc2cc(Cl)ccc2Cl)CC1 (stereo unspecified)	2	13	9	-0.1	-19	25	3	-20	-9
Cc1ccc(C(C(=O)NC2CCCC2)N(C(=O)CNC(=O)c2ccco2)c2ccccc2)o1 (stereo unspecified)	-2	6	1	-2.0	8	-2	-2	-14	-3

The closing 3 compounds of the part before open the next one.
SMILES	IDE inh	CHRM4 antagonist	CHRM4 agonist	CRFR2-BP ag	CHRM5 PAM	CHRM5 antagonist	CHRM5 agonist	CRFBP-R2 block	M4 PAM
O=C(CCS(=O)(=O)c1ccccc1)N(CCCN1CCOCC1)c1nc2ccccc2s1	6	0	7	0.7	-2	6	-3	-9	-4
O=S(=O)(c1cccs1)N1CCN(CC(O)COc2cc(Cl)ccc2Cl)CC1 (stereo unspecified)	2	13	9	-0.1	-19	25	3	-20	-9
Cc1ccc(C(C(=O)NC2CCCC2)N(C(=O)CNC(=O)c2ccco2)c2ccccc2)o1 (stereo unspecified)	-2	6	1	-2.0	8	-2	-2	-14	-3
Cc1ccccc1-n1c(Cc2cccs2)n[nH]c1=S	-4	4	0	3.8	2	4	-3	5	-6
O=c1[nH]cnc2c1ncn2[C@@H]1O[C@H](COS(=O)(=O)O)[C@@H](O)[C@H]1O	1	3	0	0.2	11	-10	4	-3	9
c1cc2nc(C34CC5CC(CC(C5)C3)C4)[nH]c2cn1	7	2	1	-0.5	1	2	-6	7	-6
O=S(=O)(Nc1ccon1)c1ccc(Br)cc1	4	0	0	-0.5	-2	8	-5	7	1
N#CC(=C1C=CC(=NO)C(Cl)=C1)c1ccc(Cl)cc1	x	39*	2	1.9	3	5	-3	1	-6
Cc1cccc(NC(=O)c2cc(=O)c3ccccc3o2)c1	4	-8	6	-0.8	-5	8	-1	-11	3
COCCNC(=O)C(c1ccccc1C)N(CCOC)C(=O)Cn1nnc2ccccc21 (stereo unspecified)	0	-4	0	0.6	1	-4	-2	6	7
CC(C)Oc1ccc(/C=C(\NC(=O)/C=C/c2ccco2)C(=O)NCCc2nc3ccccc3[nH]2)cc1	-6	4	8	5.7	-8	19	-1	-27	-2
CCCn1nnc(NC(=O)COc2ccc(C3CCCCC3)cc2)n1	2	-3	9	-3.1	-14	10	4	-9	3
O=C(COC(=O)CC1CC2CCC1C2)Nc1cccc(S(=O)(=O)NC2=NCCCCC2)c1 (stereo unspecified)	-3	-1	9	-1.3	-6	7	0	-12	-3
O=C(NCCO)/C(=C/c1cccc([N+](=O)[O-])c1)NC(=O)c1ccco1	-3	-3	1	0.0	1	0	-3	-12	-2
Cc1ccc([N+](=O)[O-])cc1NC(=S)NC(=O)c1cccnc1	5	-6	1	-1.0	-4	8	-3	12	-1
Cc1nc(SCC(=O)NC(=O)NC2CCCCC2)nc(C)c1C	-3	-2	1	-0.9	1	0	-4	-3	-7
COc1ccccc1CN1CC(C(=O)NCCN(C)CCc2ccccc2)CCC1=O (stereo unspecified)	-2	-17	2	-0.9	5	-14	-4	5	9
COC(=O)c1sccc1NC(=O)Nc1ccc(OC)c(OC)c1	-5	0	5	-6.5	-2	1	0	2	-1
COc1ccc(C)cc1NC(=O)Nc1ccccc1	4	-8	1	2.4	-5	2	-5	13	0
CC1CCN(CCCNC(=O)c2cn(C)c3ccc(S(=O)(=O)N4CCCC4)cc3c2=O)CC1	2	7	1	-0.4	-7	15	0	1	-8
Cc1noc(C)c1COC(=O)CCCc1c[nH]c2ccccc12	4	4	2	0.5	-5	2	-3	16	-4
O=C(Nc1nnc(-c2ccc(Cl)s2)o1)C1CCCCC1	3	-1	1	1.6	-5	1	0	-37	0
Cc1ccc(CNC(=O)c2cc(Cl)cc(Cl)c2)n1C	-6	4	0	-1.1	-3	8	-3	2	4

6 structures from above, sorted by number of heavy atoms, rising:
SMILES	IDE inh	CHRM4 antagonist	CHRM4 agonist	CRFR2-BP ag	CHRM5 PAM	CHRM5 antagonist	CHRM5 agonist	CRFBP-R2 block	M4 PAM
c1cc2nc(C34CC5CC(CC(C5)C3)C4)[nH]c2cn1	7	2	1	-0.5	1	2	-6	7	-6
Cc1nc(SCC(=O)NC(=O)NC2CCCCC2)nc(C)c1C	-3	-2	1	-0.9	1	0	-4	-3	-7
O=C(NCCO)/C(=C/c1cccc([N+](=O)[O-])c1)NC(=O)c1ccco1	-3	-3	1	0.0	1	0	-3	-12	-2
COc1ccccc1CN1CC(C(=O)NCCN(C)CCc2ccccc2)CCC1=O (stereo unspecified)	-2	-17	2	-0.9	5	-14	-4	5	9
O=C(COC(=O)CC1CC2CCC1C2)Nc1cccc(S(=O)(=O)NC2=NCCCCC2)c1 (stereo unspecified)	-3	-1	9	-1.3	-6	7	0	-12	-3
CC(C)Oc1ccc(/C=C(\NC(=O)/C=C/c2ccco2)C(=O)NCCc2nc3ccccc3[nH]2)cc1	-6	4	8	5.7	-8	19	-1	-27	-2

Continued.
SMILES	IDE inh	CHRM4 antagonist	CHRM4 agonist	CRFR2-BP ag	CHRM5 PAM	CHRM5 antagonist	CHRM5 agonist	CRFBP-R2 block	M4 PAM
O=[N+]([O-])c1ccccc1Oc1ncccc1[N+](=O)[O-]	0	1	11	-1.3	-7	13	3	-1	-10
Nc1ncnc2c1ncn2[C@@H]1O[C@H](C(=O)N2CCC(F)(F)CC2)[C@@H](O)[C@H]1O	x	-8	1	x	-4	4	0	x	5
CC(=O)CCc1oc2ccc(NC(C)=O)cc2c1-c1ccc(C)o1	1	10	1	-2.1	3	-2	-3	7	0
N#Cc1c(NC(=O)CSc2nc3c(c(C(F)(F)F)n2)CCc2ccccc2-3)sc2c1CCCC2	-1	-5	19	-0.6	2	0	-2	-1	-2
O=C1NC(=O)C(=CC=Cc2ccccc2)S1	x	-4	2	-2.0	-3	13	6	9	2
c1ccc(Nc2nc(-c3ccccn3)cs2)cc1	7	3	1	3.9	-15	-2	-8	-23	3
Cc1cc(C(=O)CSc2nnc(-c3ccc(Cl)cc3)n2CC2CCCO2)c(C)n1C (stereo unspecified)	-1	-3	0	-1.2	8	4	-9	28	-1
CC1CCN(CC(=O)Nc2cccc([N+](=O)[O-])c2)CC1	-5	-9	1	0.7	-8	22	-1	2	15
OC(CCCC(O)c1ccccc1)c1ccccc1 (stereo unspecified)	x	-10	1	0.9	-3	12	5	-25	0
Cc1csc(-c2cnn(-c3ccccc3)c2NC(=O)c2ccc(C(F)(F)F)cc2)n1	4	-5	3	-2.6	-6	6	-3	31	-6
Cc1ccc(-n2c(C)nnc2SCC(=O)N2CCc3ccccc3C2)cc1	2	-4	2	-2.1	-2	-1	-1	-22	-2
CN1CCN(S(=O)(=O)c2cc(Cl)c(Cl)cc2Cl)CC1	1	-5	1	4.0	-3	1	-5	-4	-1
CC(=O)N1CCc2cc(S(=O)(=O)NCCCN3CCCCC3)ccc21	-2	-9	1	1.6	6	-2	-2	1	0
Cc1nc2sccn2c(=O)c1S(=O)(=O)NCCc1ccccc1	-1	3	2	-7.6	-1	3	1	14	6
Cc1ccc(C)n1-c1ccc(-c2ccnc(N)n2)cc1	x	-7	2	0.7	3	-2	2	2	-5
COc1ccc(C2(C(=O)NCCc3ccccc3)CCCC2)cc1OC	-5	-7	0	-3.5	-2	4	-4	0	5
COc1cccc(NC(=O)CN(C)C(=O)c2cc(-c3ccco3)nc3ccccc23)c1	3	5	16	-1.6	-25	14	5	-23	-9
c1ccc(-c2oc3ncnc(NCCN4CCOCC4)c3c2-c2ccccc2)cc1	0	-12	7	0.2	-8	9	1	2	-5
Cc1cc2nc(N=C(N)N)nc(C)c2cc1C	x	-8	1	2.2	-1	-4	-2	-18	6
O=C(c1cc(-c2cccnc2)nc2ccccc12)N1CCN(S(=O)(=O)c2cccs2)CC1	-1	-21	19	2.1	-23	6	-1	-17	-5

Bioassay records as filed in PubChem.
